# Compound activity deposited in PubChem BioAssay by Sanford-Burnham Center for Chemical Genomics.
# hIAP act = increases human intestinal alkaline phosphatase activity | purified human IAP, CDP-Star luminescence, 30 min; hits give high values; 1 = vehicle-only enzyme, 0 = enzyme-free background | activation factor at 10 µM | hit rate 0.16% among 330,000 | AID 2524;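 active = activation factor of the enzyme at least 2-fold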; also: the source names both 10 and 20 µM as test concentration; values of inactives mirror those of a sister screen read the other way
# Target sequence (P09923 whole entry, looked up): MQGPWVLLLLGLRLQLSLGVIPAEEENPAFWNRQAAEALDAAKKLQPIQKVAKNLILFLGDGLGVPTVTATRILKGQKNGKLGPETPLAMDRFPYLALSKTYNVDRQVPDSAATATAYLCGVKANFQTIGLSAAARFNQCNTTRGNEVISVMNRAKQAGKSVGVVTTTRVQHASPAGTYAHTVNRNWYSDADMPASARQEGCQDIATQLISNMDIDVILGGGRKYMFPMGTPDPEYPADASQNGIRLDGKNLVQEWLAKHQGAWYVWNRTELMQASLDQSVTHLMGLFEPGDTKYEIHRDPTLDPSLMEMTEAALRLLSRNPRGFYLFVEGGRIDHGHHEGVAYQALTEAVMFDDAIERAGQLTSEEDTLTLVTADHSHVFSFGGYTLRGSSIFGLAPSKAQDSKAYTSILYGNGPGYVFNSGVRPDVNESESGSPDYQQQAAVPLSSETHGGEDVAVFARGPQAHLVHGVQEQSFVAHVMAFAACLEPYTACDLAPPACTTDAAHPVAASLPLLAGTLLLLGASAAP
# ATG4B inh = blocks human ATG4B protease cleavage of LC3 substrate; Q9Y4P1; ATG4B cleavage of LC3-PLA2, NBD-HPC fluorescence, 1 h; inhibition, % at 8.33 µM; hit rate 0.51% among 340,000; in the data active = inhibition above about 40%
# APOBEC3A inh = blocks human APOBEC3A ssDNA deamination; AID 493011; inhibition, % at 20 µM; hit rate 0.41% among 330,000; recombinant A3A, FAM/TAMRA ssDNA deamination fluorescence; P31941;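 active = at least 40% inhibition at 20 µM here, with at most 30% in a related deaminase screen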;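 also: plate controls were A3A with DMSO for no effect and wells lacking A3A enzyme for full effect; some results filed as inactive read as strong as hits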
# Target sequence (P31941 whole entry, looked up): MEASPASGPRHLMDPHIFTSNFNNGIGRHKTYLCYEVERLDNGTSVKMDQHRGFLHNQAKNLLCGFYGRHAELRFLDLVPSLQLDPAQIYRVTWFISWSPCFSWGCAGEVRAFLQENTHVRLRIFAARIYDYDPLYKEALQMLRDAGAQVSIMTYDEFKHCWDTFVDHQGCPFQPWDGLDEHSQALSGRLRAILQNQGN
# A3G deaminase = APOBEC3G (human) deaminase inhibition; Q9HC16; recombinant A3G, ssDNA deamination FAM/TAMRA fluorescence; inhibition, % at 20 µM; hit rate 0.28% among 330,000; AID 493012;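 active = inhibition of at least 40% at 20 µM, with no more than 30% in the related APOBEC3A deaminase screen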;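 also: plate controls were DMSO wells with A3G for no effect and wells lacking A3G enzyme for full effect; some compounds called inactive have numbers as strong as hits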
# MPTP block = permeability transition pore inhibition; isolated mouse mitochondria, Ca2+ swelling absorbance, 30 min; hit rate 1.4% among 360,000; inhibition, % at 10 µM;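 active = inhibition of 50% or more, scaled per plate between neutral and stimulator controls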;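 also: 0% = DMSO wells given calcium and 100% = 1 mM EGTA wells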
# mIAP act = increases mouse intestinal alkaline phosphatase activity; AID 2805; muIAP, CDP-Star luminescence, 30 min; hits give high values; 1 = vehicle-only enzyme signal, 0 = enzyme-free wells; hit rate 0.24% among 330,000; activation factor at 10 µM;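 active = activation factor of at least 2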; also: the source names both 10 and 20 µM as test concentration; values of inactives mirror those of a sister screen read the other way
#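 System: Mouse IAP enzyme | Also added: CDP-Star substrate | Dosing: Compounds dispensed in DMSO | Schedule: 30 min enzyme-substrate-compound incubation at room temperature | Technique: Chemiluminescence readout | Control set: DMSO-only wells and no-enzyme negative control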
# MIN6 prolif = induces beta-cell replication in MIN6 cells; MIN6 cells proliferation, ATPlite luminescence, 48 h; cells starved in 0.2% serum; 100% = growth in 10% serum; proliferation, % at 10 µM; hit rate 0.29% among 330,000; AID 2380;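 active = compounds whose signal lies at least 3.5 SD above the mean of all wells on their plate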;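 also: 0% = DMSO-treated cells in low-serum medium and 100% = 10% serum control; some compounds called inactive have numbers as strong as hits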
# hIAP block = blocks human intestinal alkaline phosphatase; AID 2544; P09923; inhibition, % at 10 µM; purified IAP, CDP-Star luminescence, 30 min; hit rate 0.12% among 330,000;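 active = inhibition reaching a set limit with compound at 10 µM in the primary screen, cut at about 35% in these data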;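 also: plate controls were DMSO wells with enzyme for no effect and no-enzyme buffer wells for full effect; values of inactives mirror those of a sister screen read the other way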
# mIAP inh = mouse IAP inhibition. purified mouse IAP, CDP-Star luminescence, 30 min. inhibition, % at 10 µM. hit rate 0.2% among 330,000;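 active = inhibition of at least 40% at 10 µM in the primary screen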;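 also: plate controls were DMSO with enzyme for no effect and no enzyme wells for full effect; values of inactives mirror those of a sister screen read the other way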
# Numbers without * were called inactive.
SMILES,hIAP act,ATG4B inh,APOBEC3A inh,A3G deaminase,MPTP block,mIAP act,MIN6 prolif,hIAP block,mIAP inh
Cc1ccc(C)c(SCC(=O)OCC(=O)NCc2ccccc2)c1,1.11,-5.2,-3.1,-3.7,7.4,1.03,3.8,-11.5,-3.1
COc1ccccc1NC(=O)C(C/C=C(/C)Cl)C(C)=O (configuration not stated),0.975,5.2,-1.8,-4.5,0.7,0.89,-1.6,2.5,11.0
CC1=C(C)CC(C(=O)c2ccccc2)C(C(=O)O)C1 (configuration not stated),0.914,-12.2,-1.9,-3.2,-1.0,1.01,-0.4,8.6,-0.6
Nc1nnc(SCc2ccccc2F)s1,1.02,2.7,-1.3,-6.7,0.6,0.934,-2.2,-2.0,6.6
O=C(c1ccc(Br)o1)N1CCN(C/C=C/c2ccccc2)CC1,1.55,-1.7,0.2,1.5,1.3,1.08,-0.4,-55.1,-8.0
O=C(OCc1cc(=O)n2ccsc2n1)c1ccc(OC(F)F)cc1,0.911,-1.9,-0.9,-0.8,-2.1,1.02,-0.2,8.9,-2.5
O=C(COC(=O)c1ccccc1NCCO)Nc1cccc(S(=O)(=O)NC2=NCCCCC2)c1,1.06,-4.9,5.6,-2.3,2.1,1.07,-4.6,-6.5,-7.5
Cc1cccc(N2C(=O)CC(N3CCC(c4nc5ccccc5[nH]4)CC3)C2=O)c1 (configuration not stated),1.11,-5.8,1.4,-2.5,0.9,0.934,0.3,-10.7,6.6
CSc1ccc(CCNC(=O)c2nn(C)c3c2CS(=O)(=O)c2ccccc2-3)cc1,1.16,-9.4,-4.3,-3.6,0.4,1.02,-0.2,-15.5,-2.5
O=C(COC(=O)c1ccc(OC(F)F)cc1)NCc1cccs1,1.08,4.0,1.0,-2.0,-1.1,0.952,-1.3,-8.1,4.8
CC(C)OCCCNC(=O)c1ccc(CS(=O)(=O)Cc2ccccc2F)o1,0.995,-5.6,-0.7,-3.6,1.2,1.02,-0.7,0.5,-2.5
CC(C)c1ccc(C(=O)NN2C(=O)C3CCCCC3C2=O)cc1 (configuration not stated),0.863,-8.0,-2.5,-3.6,0.9,0.976,-1.8,13.7,2.4
CCOc1ccc(C(C)NC(=O)c2ccccc2F)cc1 (configuration not stated),1.05,10.8,-4.9,-3.7,0.0,0.996,3.6,-5.5,0.4
CC(C)Sc1nc2[nH]ncc2c(=O)[nH]1,0.928,0.9,-3.6,1.1,0.9,0.844,-0.1,7.2,15.6
Cc1ccc2c(Cl)c(C(=O)NCCc3ccccc3)sc2c1,0.955,1.6,2.0,-4.3,2.9,0.922,0.0,4.5,7.8
CCc1ccc(OC(C)C(=O)Nc2ccc(S(=O)(=O)Nc3cc(C)on3)cc2)cc1 (configuration not stated),0.93,-1.6,2.6,-6.2,1.5,1.13,-2.3,7.0,-12.8
O=C1NC2(CCCCC2)C(=O)N1Cc1cccc(C(F)(F)F)c1,1.11,1.1,-2.0,-12.5,1.2,1.02,-2.7,-10.7,-2.2
Cc1ccc(CC2CC(=O)N(c3cc(Cl)ccn3)C2=O)cc1 (configuration not stated),1.05,3.5,1.5,10.5,-0.3,1.01,-1.2,-5.5,-1.2
CCOC(=O)c1[nH]c(C)c(C(=O)OCC(=O)Nc2sc3c(c2C#N)CCCCC3)c1C,1.17,-8.9,3.2,-1.8,-1.0,0.99,0.3,-16.6,1.0
COc1ccc(Br)cc1S(=O)(=O)N1CCN=C1c1ccccc1,1.03,-5.0,1.0,-1.3,-0.9,0.978,-4.3,-3.5,2.2
COc1ccccc1/C=N/NC(=O)C(NC(=O)c1ccccc1)=C(C)C,1.12,8.5,-0.6,-1.3,-1.1,0.952,-2.4,-11.9,4.8
CSCCC(NC(=O)c1ccc(=O)n(C)n1)c1nc2ccccc2[nH]1 (configuration not stated),1.43,-9.2,31.2,20.7,-0.7,0.919,-0.8,-43.2,8.1
Cc1cc2nc(C)n(CCCN)c2cc1C,0.921,-7.6,-5.0,-7.8,-1.2,0.997,-2.1,7.9,0.3
CC(=O)c1c(C)[nH]c(C(=O)CSc2ccc(F)cc2)c1C,1.25,5.0,3.8,-3.4,90.4*,1.08,-5.9,-24.9,-8.2
O=C(Cn1[nH]c(=O)c2ccccc2c1=O)N1CCN(S(=O)(=O)c2ccc(Cl)cc2)CC1,0.916,-46.1,0.3,-0.6,-1.2,0.892,1.7,8.4,10.8

# One compound at a time, as listed above:
# Cc1ccc(CC2CC(=O)N(c3cc(Cl)ccn3)C2=O)cc1 (configuration not stated) across the screens: hIAP act = 1.05; ATG4B inh = 3.5; APOBEC3A inh = 1.5; A3G deaminase = 10.5; MPTP block = -0.3; mIAP act = 1.01; MIN6 prolif = -1.2; hIAP block = -5.5; mIAP inh = -1.2
# O=C(Cn1[nH]c(=O)c2ccccc2c1=O)N1CCN(S(=O)(=O)c2ccc(Cl)cc2)CC1 across the screens: hIAP act = 0.916; ATG4B inh = -46.1; APOBEC3A inh = 0.3; A3G deaminase = -0.6; MPTP block = -1.2; mIAP act = 0.892; MIN6 prolif = 1.7; hIAP block = 8.4; mIAP inh = 10.8

# Going on with the list:
SMILES,hIAP act,ATG4B inh,APOBEC3A inh,A3G deaminase,MPTP block,mIAP act,MIN6 prolif,hIAP block,mIAP inh
COc1ccc(S(=O)(=O)N2CCC(C(=O)N3CCCC3)CC2)cc1Cl,1.23,-6.2,-1.6,-2.6,-0.4,0.932,-0.1,-23.0,6.8
COc1ccc(N2CC(C(=O)Nc3nc(-c4ccccc4)c(C(C)=O)s3)CC2=O)c(OC)c1 (configuration not stated),0.995,-0.8,-0.8,-11.3,-1.4,0.98,1.3,0.5,2.0
CCCCNC1=CC(=O)C(=O)c2ccccc21,0.912,10.9,1.0,1.7,2.5,0.988,-5.2,8.8,1.2
Cc1nn(C(C)C(=O)NCc2cccs2)c(=O)c2nn(-c3ccccc3)c(C)c12 (configuration not stated),1.1,1.9,-6.0,-8.8,6.8,1,6.7,-9.7,-0.3
COCCCn1cnc2oc3nc4ccccc4nc3c2c1=O,1.21,4.8,-2.5,-9.8,-0.1,1.01,-0.7,-20.9,-1.4
CON/C=C(\C=Nc1ccccc1)c1ncc(C(F)(F)F)cc1Cl,0.774,1.2,0.3,-5.5,1.5,0.867,-4.8,22.6,13.3
C[C@H]1CN=C(N(C)C)N1CC1CCCC1,1.03,0.6,1.2,3.3,-0.4,1.06,-4.7,-3.3,-6.4
COc1ccc(OC)c(CCNC(=O)CN2C(=O)CC(C)(C)S(=O)(=O)c3ccccc32)c1,1.03,2.5,-2.0,-7.3,-0.7,0.921,4.5,-3.3,7.9
CCCCNC(=O)c1ccccc1C(=O)NCCCC,0.875,-11.2,-2.4,-0.9,0.2,0.953,-2.3,12.5,4.7
Cc1nc(SCc2nc3ccc(C(F)(F)F)cc3[nH]2)c2oc3ccccc3c2n1,1.06,-14.0,-4.5,-6.6,50.4*,0.965,-6.0,-6.2,3.5
CCOC(=O)N1CCC(NCc2c(C(=O)N(C)Cc3ccccc3)nc3ccccn23)CC1,1.41,-1.3,1.7,-3.2,0.8,1.01,-2.0,-40.9,-0.9
CSc1nc(-c2ccccc2)c2cc(Cl)ccc2n1,0.836,-10.6,0.1,1.0,-0.1,0.976,0.7,16.4,2.4
CCc1nn(CC(=O)NCCCN2CCN(CC)CC2)c(=O)c2cc3occc3n12,1.07,-5.6,-2.7,-3.7,-1.0,0.988,-1.3,-7.5,1.2
CCN(Cc1ccccc1)S(=O)(=O)c1ccc(S(=O)(=O)N2CCN(C)CC2)cc1,0.879,5.3,1.6,-6.9,0.7,1.13,-1.7,12.1,-13.2
CCC(C(=O)NCCCN1CCN(CC)CC1)n1nc(C)n2c(cc3occc32)c1=O (configuration not stated),1.27,-0.7,-3.3,-3.1,-1.7,0.985,-0.6,-26.6,1.5
O=C(CCS(=O)(=O)c1ccc(Cl)cc1)N1CCN(c2ccccc2F)CC1,1.03,-11.1,-1.8,-4.8,1.3,0.945,-3.3,-3.1,5.5
CN(C(=O)c1cnc2n(c1=O)CCS2)C1CCCCC1,0.942,-6.8,-6.8,-8.2,-0.8,1.01,3.5,5.8,-0.7
c1ccc(-c2ccc(C3=Nn4c(nnc4-c4cc(-c5ccccc5)n[nH]4)SC3)cc2)cc1,1.22,-9.6,-1.7,-6.3,2.9,0.926,-6.6,-22.1,7.4
COc1ccc(CNC(=O)C2CCN(c3nccs3)CC2)cc1,1.01,6.1,-3.9,-3.4,0.3,1.03,-0.9,-0.9,-2.7
CCCN1Cc2cccc(C(=O)NC(C)c3cccs3)c2C1=O (configuration not stated),1.16,0.0,-2.1,-0.9,1.0,1.01,0.3,-16.0,-1.2
CCc1[nH]c(=O)[nH]c1C(C)S(=O)(=O)c1ccc(C)cc1 (configuration not stated),0.958,-7.1,1.5,14.9,-2.1,0.955,0.1,4.2,4.5
Cc1cc(NC(=O)Nc2ccc(C)c(C)c2)no1,1.13,-11.7,-1.4,-6.1,4.2,1.18,-1.9,-12.9,-18.2
CCC(OC(=O)C1=Cc2ccccc2OC1)C(=O)NC1CCCC1 (configuration not stated),0.339,16.8,-1.9,-3.1,-0.7,0.969,-0.8,66.1*,3.1
CSc1ncc(C(=O)Nc2ccc(C)cc2C)c(C)n1,1.12,-1.3,17.3,-7.8,0.2,1.03,-0.2,-12.3,-3.3
CCN(CC)S(=O)(=O)c1ccc(NC(=S)NC(=O)C(C)C)cc1,0.847,-8.8,-3.4,-7.1,0.7,0.742,0.0,15.3,25.8

# More structures
SMILES,hIAP act,ATG4B inh,APOBEC3A inh,A3G deaminase,MPTP block,mIAP act,MIN6 prolif,hIAP block,mIAP inh
CSCCC(NS(=O)(=O)c1ccc2c(c1)oc(=O)n2C)C(=O)NC1CCCc2ccccc21 (configuration not stated),1.06,3.4,-3.4,-0.9,-1.2,0.929,2.0,-6.1,7.1
CCOC(=O)c1oc2ccccc2c1CN1CCOCC1,0.915,0.9,1.3,-3.7,2.8,1,2.8,8.5,0.0
CC(CCc1ccccc1)NC(=O)c1ccc(Br)o1 (configuration not stated),0.911,-8.9,3.2,1.1,1.1,1.01,-4.2,8.9,-1.3
COc1ccccc1C(=O)Nc1ccccc1SC(=O)c1ccccc1OC,0.768,10.8,0.7,-5.0,4.6,0.924,-6.1,23.2,7.6
COc1ccc(NC(C)=O)cc1NC(=O)c1ccc2ccccc2c1,0.897,-3.1,4.5,-6.4,-1.5,0.863,1.8,10.3,13.7
COc1cccc(C(=O)NCCS(=O)(=O)NCCc2ccc(OC)c(OC)c2)c1,1.18,-3.9,-1.6,-6.2,-1.0,1.05,-0.8,-17.6,-4.9
CN(C)C(=O)CCCc1nc(-c2ccc(Cl)cc2)no1,0.914,13.1,-1.5,-3.8,-0.9,0.907,-1.2,8.6,9.3
COC(=O)c1ccccc1Oc1cc(C(F)(F)F)nc(-c2ccccn2)n1,1.1,-13.5,-4.7,-7.2,1.4,1.11,-1.0,-10.4,-10.6

# Only APOBEC3A inh and mIAP inh, for 5 of the compounds above:
mol,APOBEC3A inh,mIAP inh
CCOC(=O)c1oc2ccccc2c1CN1CCOCC1,1.3,0.0
CC(CCc1ccccc1)NC(=O)c1ccc(Br)o1 (configuration not stated),3.2,-1.3
COc1ccccc1C(=O)Nc1ccccc1SC(=O)c1ccccc1OC,0.7,7.6
COc1ccc(NC(C)=O)cc1NC(=O)c1ccc2ccccc2c1,4.5,13.7
COc1cccc(C(=O)NCCS(=O)(=O)NCCc2ccc(OC)c(OC)c2)c1,-1.6,-4.9

# Hits appear at their usual frequency (roughly 3.3% active in at least one column).
